Wnt bcat act – Wnt/beta-catenin pathway activators, primary screen, cell-based, plate reader, single point; activation, % at 9.35 µM; hit rate 1.2% among 300,000; AID 743398, 2014; Wnt/beta-catenin reporter cell assay, activator; in the data active = activation above about 30%, passing the limit was not always enough; inconclusive = no clear call, values can overlap the other calls;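 also: 0% = neutral control wells and 100% = positive control wells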
RTF Ca sens act – cardiac RTF calcium sensitivity activators, primary screen, biochemical, IANBD-TnC fluorescence, EC20 calcium; Troponin I, cardiac muscle (Homo sapiens) + Troponin T, cardiac muscle (Homo sapiens) + …; IANBD-labeled TnC RTF fluorescence at EC20 calcium; 0% EC20 calcium, 100% full calcium; activation, % at 7.2 µM; hit rate 0.24% among 340,000;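 active = activation above the mean over all tested compounds plus 3 SD, cut at about 30% in these data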;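 also: rise in fluorescence read as greater calcium sensitivity of cardiac thin filaments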
LANA DNA inh – inhibitors of KSHV C-LANA binding to DNA, primary screen, biochemical, fluorescence polarization, FAM-LBS DNA, MBP-C-LANA, single point. Kaposi's sarcoma herpesvirus LANA C-terminal domain (residues 932-1162) DNA binding. hit rate 0.078% among 340,000. inhibition, % at 9 µM;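 active = highest replicate inhibition at or above 60% at 9 µM, even if other replicates fall short; inactive = all replicates below 60% inhibition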;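 also: 0% = neutral control wells and 100% = 4 µM acridine orange control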
OPRM1-OPRD1 inv – inverse agonists of MOR-DOR heterodimerization, primary screen, cell-based, luminescence; Mu-type opioid receptor (Homo sapiens) + Delta-type opioid receptor (Homo sapiens), …; hit rate 0.21% among 340,000; inhibition, % at 9.3 µM; AID 504357, 2011; cell-based MOR-DOR heterodimer luminescence, inverse agonism; in the data active = inhibition above about 22%, passing the limit was not always enough;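 also: 0% = cells with DMSO and 100% = wells without cells with DMSO; values of inactives mirror those of a sister screen read the other way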
MOR-DOR ag – agonists of OPRM1-OPRD1 heterodimerization, primary screen, cell-based, luminescence; Mu-type opioid receptor (Homo sapiens) + Delta-type opioid receptor (Homo sapiens), …; cells; activation, % at 9.3 µM; hit rate 0.3% among 340,000; in the data active = activation above about 18%;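 also: 0% = vehicle-treated cells and 100% = reference agonist; values of inactives mirror those of a sister screen read the other way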
V-ATPase pHluor – regulators of yeast V-ATPase proton pumping, primary screen, pHLuorin cytosolic pH fluorescence. hit rate 0.37% among 350,000. S. cerevisiae. response, % at 10 µM; in the data active = response mostly above about 7.3%, no sharp cut-off; inactive = mostly below about 5.4%; also: actives read high; inactives centre near 0; some compounds called inactive have numbers as strong as hits; reference of the scale not given here
Keap1-Nrf2 PPI – Keap1-Nrf2 protein-protein interaction inhibitors, primary screen, biochemical, fluorescence polarization, single point. Kelch-like ECH-associated protein 1 (Homo sapiens), Q14145. Keap1 Kelch-Nrf2 peptide fluorescence polarization, 1536-well. inhibition, % at 9.4 µM. hit rate 0.15% among 340,000. AID 504523, 2011; in the data active = inhibition above about 12%; inconclusive = no clear call, values can overlap the other calls; inactive = below about 7.3%;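 also: human Keap1 Kelch domain with fluorescein labeled Nrf2 9mer peptide probe; 0% = neutral control wells and 100% = peptide positive control; higher means more block of Keap1 binding to Nrf2 peptide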
Target sequence (Q14145 whole entry, looked up, the tested form may be a part): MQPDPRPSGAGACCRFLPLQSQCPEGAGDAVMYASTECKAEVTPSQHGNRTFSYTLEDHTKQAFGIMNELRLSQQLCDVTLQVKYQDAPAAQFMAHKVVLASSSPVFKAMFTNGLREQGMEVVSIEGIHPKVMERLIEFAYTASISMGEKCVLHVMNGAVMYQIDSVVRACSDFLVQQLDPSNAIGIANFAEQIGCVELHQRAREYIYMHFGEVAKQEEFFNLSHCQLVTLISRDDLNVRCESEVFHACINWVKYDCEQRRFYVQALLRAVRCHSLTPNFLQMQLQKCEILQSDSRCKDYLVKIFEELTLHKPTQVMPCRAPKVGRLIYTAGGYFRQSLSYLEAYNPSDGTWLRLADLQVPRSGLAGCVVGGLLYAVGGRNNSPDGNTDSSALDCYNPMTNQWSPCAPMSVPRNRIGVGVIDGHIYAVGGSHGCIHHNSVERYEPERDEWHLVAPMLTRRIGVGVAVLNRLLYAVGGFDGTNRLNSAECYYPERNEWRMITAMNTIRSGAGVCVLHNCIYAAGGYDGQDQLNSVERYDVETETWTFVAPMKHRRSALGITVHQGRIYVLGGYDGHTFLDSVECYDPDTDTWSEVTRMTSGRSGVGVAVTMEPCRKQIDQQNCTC
Pemphigus Ab inh – inhibitors of pemphigus antibody binding to DSG3, primary screen, biochemical, bead-based, flow cytometry, scFv-GFP; hit rate 0.48% among 310,000; DSG3-coupled beads, scFv-anti-DSG3-GFP binding; active compounds read low; binding (percent of control), % at 10 µM; Desmoglein-3 (Homo sapiens), P32926;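 active = binding more than 3 SD below its plate's average and above zero; inconclusive = below that plate limit but binding exactly zero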;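 also: hits lower antibody fragment binding to DSG3; some compounds called inactive have numbers as strong as hits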
Cardiac RTF inh – cardiac RTF calcium sensitivity inhibitors, primary screen, biochemical, IANBD-TnC fluorescence, EC70 calcium; IANBD-labeled cardiac RTF, Ca2+ fluorescence; hit rate 0.12% among 340,000; inhibition, % at 7.15 µM;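 active = inhibition above the mean inhibition of all tested compounds plus 3 SD, cut at about 17% in these data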;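 also: assay run at fixed EC70 calcium of 1.6 mM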
Arr AP2 block – inhibitors of beta-arrestin/AP2 binding, primary screen, biochemical, GPCR trafficking, flow cytometry. FITC-arrestin peptide / GST-AP2 beads; AP2 beta2 appendage carries R879A mutation. beta-arrestin 1 C-terminal peptide binding to AP2 beta2-adaptin appendage (human). hit rate 0.31% among 340,000. inhibition, % at 10 µM;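 active = inhibition above a set limit, near 3 SD of compounds lacking own fluorescence, cut at about 54% in these data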;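 also: plate controls were DMSO wells for no effect and 5 µM unlabelled arrestin peptide for full effect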
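system = GST-tagged AP2 beta2-adaptin appendage (R879A) on 4 µm glutathione beads | reagent = FITC-labelled arrestin peptide probe, 50 nM final | schedule = compound with beads 12 min RT, then probe 1 h RT | signal = HyperCyt-sampled flow cytometry, FL1 channel, ex 488/em 535 nm | read-out = percent response from loss of bead-bound FITC fluorescence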
The depositor's hits bear a star; ? = inconclusive; nt = not tested or not shown.

SMILES | Wnt bcat act | RTF Ca sens act | LANA DNA inh | OPRM1-OPRD1 inv | MOR-DOR ag | V-ATPase pHluor | Keap1-Nrf2 PPI | Pemphigus Ab inh | Cardiac RTF inh | Arr AP2 block
Cc1ccc(NC(=O)c2ccc(S(=O)(=O)N(C)c3ccccc3)cc2)cc1S(=O)(=O)N1CCOCC1 | -3.2 | -4.8 | 0.0 | 4.4 | -1.1 | 4.0 | -2.7 | 96.9 | -4.2 | -9.5
Cc1c(OCc2ccccc2)c(=O)ccn1Cc1ccc(F)cc1 | -0.5 | 2.9 | 0.4 | -4.6 | 0.9 | 0.9 | 1.2 | 96.5 | -2.4 | 17.5
Cc1ccc(NC(=O)CCC(=O)N2CCOCC2)nc1 | 2.4 | -8.4 | -1.2 | 2.0 | -0.3 | -1.6 | -0.9 | 99.2 | 2.1 | -3.2
Cn1c(=O)c2c(nc(NCCCO)n2Cc2cccc(Br)c2)n(C)c1=O | -2.4 | -1.8 | -0.2 | 7.2 | -1.5 | -3.0 | -4.2 | 100.7 | -1.7 | 8.3
CCCn1cnc2c(SCc3ccc(Cl)cc3)nc(N)nc21 | 2.1 | -1.2 | -1.4 | 5.8 | -1.2 | 2.2 | 2.2 | 112.9 | -1.0 | 1.8
CC1CCN(C(=O)c2scc3c2OCCO3)CC1 | -3.4 | 1.6 | 0.6 | 17.5 | -3.1 | 3.2 | 3.0 | 98.7 | -4.6 | -2.2
Cc1cccc2nc(CSc3nc4cc([N+](=O)[O-])ccc4s3)cn12 | -2.0 | 0.0 | 0.1 | -8.9 | 1.5 | 4.7 | -5.0 | 100.2 | -9.2 | 10.8
Cc1ccc(-n2ncc3c2ncn2c(C)nnc32)cc1C | ? | -6.1 | -1.2 | 3.7 | -0.7 | 3.2 | -6.5 | 105.3 | 3.9 | -0.5
COc1ccc(CCNC(=O)C(=O)NCC2OCCN2S(=O)(=O)c2ccc(Cl)cc2)cc1 (centres undefined) | 2.1 | -1.0 | -0.8 | 0.3 | -0.1 | -0.8 | 1.8 | 109.5 | -6.0 | 9.5
Cc1ccc(C)c(SCC(=O)Nc2cccc(S(=O)(=O)N3CCOCC3)c2)c1 | -8.4 | -1.6 | -0.1 | -14.4 | 2.2 | -0.2 | -2.8 | 109.5 | -5.4 | 37.1
COc1ccccc1C1C(C(=O)c2sc(C)nc2C)=C(O)C(=O)N1CCN1CCOCC1 (centres undefined) | nt | -1.5 | -0.7 | 5.2 | -1.2 | 1.9 | -11.8 | 107.7 | -2.8 | -1.1
Cc1ccc(NC(=O)c2cnc(SCC(=O)NCC3CCCO3)n(C)c2=O)cc1C (centres undefined) | -1.2 | -9.1 | -1.2 | 13.1 | -2.7 | -2.5 | 1.6 | 95.8 | -18.4 | 46.0
Cc1ccc(-c2cn3c(=S)[nH]nc3s2)cc1 | -0.5 | 1.0 | -0.6 | -1.6 | 0.3 | 0.6 | -4.0 | 100.6 | 4.8 | -15.7
CC(C)(NS(=O)(=O)OCC(Cl)(Cl)Cl)c1ccccc1 | -0.3 | -1.1 | 1.6 | 0.9 | -0.2 | 1.1 | 3.7 | 100.1 | -7.4 | -0.9
CCN1C(=O)C2(C(C(=O)c3cc4ccccc4o3)=C(O)C(=O)N2CCCN2CCOCC2)c2ccccc21 (centres undefined) | 1.4 | -5.8 | -1.5 | -3.1 | 0.6 | 2.6 | 5.4 | 102.3 | -2.3 | 32.7
O=C(/C=C/c1ccccc1)NC(=S)NNC(=O)c1cccnc1 | -5.2 | -0.3 | -1.6 | 15.0 | -2.5 | 7.1 | -1.7 | nt | -21.3 | 19.2
O=c1cc(CSc2nnc(-c3cccs3)n2Cc2ccccc2)nc2sc3ccccc3n12 | -9.9 | 6.8 | -2.0 | -6.9 | 1.3 | -0.8 | -4.4 | 96.3 | -8.8 | -5.5
CN1CCN(c2ccc(S(=O)(=O)N3CCCCC3)cc2NC(=O)Cc2ccccc2F)CC1 | nt | 4.7 | -1.3 | 7.0 | -1.3 | 1.5 | 3.7 | 102.0 | -7.4 | 10.6
NS(=O)(=O)c1ccc(NC(=O)c2ccc3c(c2)CCN3S(=O)(=O)c2ccccc2)cc1 | -0.2 | -7.2 | -1.0 | 14.1 | -2.8 | 0.0 | 2.3 | 95.8 | -2.2 | 16.5
CC(C)N(C(=O)[C@H]1C[C@H](CC(=O)NCCCN(C)C)C(=O)N2CCc3c([nH]c4cc(-c5ccco5)ccc34)[C@]12C)C(C)C | 0.7 | -5.9 | -4.5 | 14.0 | -2.8 | -0.6 | -4.4 | 101.5 | -2.5 | 7.2
Cc1ccc(NC(=O)CSc2nnc(C)n2CC2CCCO2)cc1 (centres undefined) | -1.7 | -4.1 | -0.5 | -0.4 | 0.1 | -0.7 | 2.1 | 103.6 | 3.8 | 17.1
CCOC(=O)C1=C(c2ccccc2)N=c2s/c(=C\c3ccc(O)cc3)c(=O)n2C1c1cccs1 (centres undefined) | -1.3 | -4.7 | 0.1 | -2.7 | 0.5 | 1.0 | -8.5 | 119.5 | -54.8 | 0.3
COc1cc2c(cc1OC)C(=S)NC(C)(C)C2 | -1.7 | -2.5 | -0.5 | 9.6 | -1.7 | -0.8 | 2.2 | 100.9 | -2.5 | 0.6
O=C(Nc1ccc(S(=O)(=O)N2CCCC2)cc1)c1cncc(Br)c1 | -3.2 | -2.1 | 1.8 | 18.4 | -4.5 | 0.4 | -4.8 | 96.3 | 2.5 | 5.5
O=C(N/C(=C\c1ccccc1)C(=O)N1CCN(CCO)CC1)c1ccccc1 | -3.5 | -7.3 | 1.9 | 18.7 | -3.7 | 1.2 | 2.8 | 83.7 | 0.9 | 3.4
(listing goes on)
SMILES | Wnt bcat act | RTF Ca sens act | LANA DNA inh | OPRM1-OPRD1 inv | MOR-DOR ag | V-ATPase pHluor | Keap1-Nrf2 PPI | Pemphigus Ab inh | Cardiac RTF inh | Arr AP2 block
CCc1nnc(NC(=O)c2ccc(S(=O)(=O)N(CC)CC)cc2)s1 | 19.1 | 7.0 | -0.4 | 6.0 | -1.0 | -3.0 | -6.3 | 110.2 | 2.7 | -4.3
Cc1oc(-c2ccc(C(F)(F)F)cc2)nc1CN(Cc1ccccn1)C[C@@H]1CCC(=O)N1 | -2.7 | 2.1 | 1.3 | 13.9 | -2.8 | 2.4 | 2.0 | 84.8 | -3.5 | 1.1
COc1ccc(S(=O)(=O)NCCc2c[nH]c3ccccc23)cc1OC | 0.9 | -2.0 | -0.9 | 12.7 | -2.5 | 4.5 | -0.3 | 98.6 | -2.9 | -15.3
Cc1ccc(-c2csc(NNC(=O)c3ccccc3)n2)cc1 | -2.4 | 8.8 | 0.0 | 5.5 | -1.1 | -1.7 | -2.1 | 100.4 | -1.8 | 7.3
COc1cccc(CNC(=O)CCCn2nc(C)n3c(cc4sccc43)c2=O)c1 | -1.7 | 4.6 | 2.0 | 4.9 | -1.0 | 1.5 | -0.8 | 106.9 | -6.9 | 3.6
Cc1c(C#N)c(NC(=O)CCl)n(Cc2cccs2)c1C | 0.3 | 6.3 | 1.9 | 3.4 | -0.7 | 0.2 | -3.6 | 110.2 | -2.7 | -0.8
Cc1[nH]nc(Nc2ccc(Br)cc2)c1[N+](=O)[O-] | 3.5 | -0.4 | -0.5 | -10.1 | 2.0 | 1.4 | -4.4 | nt | 3.3 | 0.8
COc1ccc(OC)c(CN2CCC(CNC(=O)Nc3cccc(Cl)c3)CC2)c1 | 15.0 | -2.3 | 0.7 | -7.0 | 1.4 | 5.3 | -8.1 | 91.3 | -20.0 | -4.8
COc1ccccc1C(=O)C1CCCN(Cc2cccc3nccnc23)C1 (centres undefined) | -0.7 | 0.0 | 0.2 | 2.1 | -0.4 | -3.1 | -4.0 | 109.0 | -8.3 | 10.2
Cc1ccc(CN2CCN(/N=C/c3ccc(Cl)c([N+](=O)[O-])c3)CC2)cc1 | -0.7 | -4.8 | 0.0 | -1.6 | 0.3 | -2.8 | -6.7 | 94.2 | -1.7 | -4.7
CC(C)CNC(=O)Nc1ccc(F)c(Cl)c1 | 15.4 | -1.5 | -1.8 | 6.5 | -1.3 | 6.7 | -1.3 | 86.6 | 9.7 | 1.7
Nc1ccccc1C#Cc1ccc([N+](=O)[O-])cc1 | 3.0 | 5.2 | -0.3 | -23.9 | 4.5 | 0.3 | 0.1 | 106.7 | -4.5 | -1.5
CN1C(=S)SC(/[N+]([O-])=C/c2c(F)cccc2Cl)C1(C)C (centres undefined) | 2.2 | nt | nt | nt | nt | -0.2 | nt | 113.0 | nt | 1.4
O=C(Cc1c(F)cccc1Cl)Nc1ccccn1 | 0.7 | -2.6 | 1.1 | 7.3 | -1.5 | 0.3 | -1.3 | 96.6 | -8.2 | 1.0
COc1ccc(OC)c(S(=O)(=O)N2CCC(C(=O)NCc3ccncc3)CC2)c1 | 0.1 | -5.0 | -1.9 | -16.2 | 2.0 | -3.9 | 0.8 | 104.3 | 6.8 | 29.1
COc1cc(/C=N/Nc2nc(C)cc(C)n2)cc(OC)c1OC | 0.2 | 2.0 | 3.0 | 7.2 | -1.3 | 0.9 | -1.6 | 111.4 | -2.0 | 2.2
Nc1ncc(-c2ccccc2)n1CC1CCCO1 (centres undefined) | nt | -0.4 | -1.3 | 23.1 | -4.6 | 2.5 | -0.7 | nt | -3.5 | 11.6
CCC(=O)N1N=C(c2cccs2)CC1c1ccc(OC)cc1 (centres undefined) | 2.3 | -5.1 | -2.1 | 6.5 | -1.4 | 1.0 | 1.9 | 97.9 | -4.8 | -9.4
Cc1ccc(CNc2ccc(N3CCOCC3)cc2)s1 | nt | -4.4 | -3.4 | 2.1 | -0.4 | -0.1 | 6.6 | nt | -2.0 | 12.1

In another format: 2 of the compounds above.
Order of values: Wnt bcat act | RTF Ca sens act | LANA DNA inh | OPRM1-OPRD1 inv | MOR-DOR ag | V-ATPase pHluor | Keap1-Nrf2 PPI | Pemphigus Ab inh | Cardiac RTF inh | Arr AP2 block
- COc1ccc(S(=O)(=O)NCCc2c[nH]c3ccccc23)cc1OC
 : 0.9 | -2.0 | -0.9 | 12.7 | -2.5 | 4.5 | -0.3 | 98.6 | -2.9 | -15.3
- Cc1ccc(-c2csc(NNC(=O)c3ccccc3)n2)cc1
 : -2.4 | 8.8 | 0.0 | 5.5 | -1.1 | -1.7 | -2.1 | 100.4 | -1.8 | 7.3
